# Screening data (PubChem BioAssay)
# MEKK2wt PB1 HTS – modulators of MEK5 binding to wildtype MEKK2, primary screen, biochemical, multiplex bead flow cytometry, Alexa488-MEK5; Mitogen-activated protein kinase kinase kinase 2 (Homo sapiens), Q9Y2U5; Alexa488-MEK5 binding to MEKK2 WT; actives lie on both sides; binding response (% of control), % at 10 µM; 1.1% of 290,000 active; in the data active = binding response below about 67% or above about 130%
# SUMO HTRF inh – inhibitors of in vitro SUMOylation cascade, primary screen, biochemical, HTRF, uHTS. SUMO-conjugating enzyme UBC9 (Homo sapiens), P63279. HTRF SUMOylation assay, SAE1/SAE2 + UBC9. inhibition, % at 35 µM. 0.36% of 290,000 active; in the data active = inhibition above about 50%, passing the limit was not always enough; also: strong numbers were not always called active
# Target sequence (P63279 whole entry, looked up): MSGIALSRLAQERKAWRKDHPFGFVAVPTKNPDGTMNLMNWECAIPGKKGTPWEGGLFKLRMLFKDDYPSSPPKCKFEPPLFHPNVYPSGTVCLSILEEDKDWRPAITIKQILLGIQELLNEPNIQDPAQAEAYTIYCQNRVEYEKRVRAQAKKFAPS
# GalR3 antag – GalR3 antagonists in HEK293 cells, primary screen, cell-based, fluorescence readout; Galanin receptor type 3 (Homo sapiens), O60755; HEK293 GalR3-CNG cAMP membrane potential fluorescence; galR3 body fused to GalR1 C-terminus; inhibition, % at 3 µM; 0.44% of 360,000 active; AID 651719, 2012;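 active = inhibition above the screen-wide average plus 3 SD, cut at about 13% in these data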;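 also: forskolin and galanin both at EC90 stimulate the cells; cAMP rise reported by CNG channel membrane potential dye signal; 0% = forskolin plus galanin with DMSO and 100% = forskolin alone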
# Target sequence (O60755 1-299 limits assumed): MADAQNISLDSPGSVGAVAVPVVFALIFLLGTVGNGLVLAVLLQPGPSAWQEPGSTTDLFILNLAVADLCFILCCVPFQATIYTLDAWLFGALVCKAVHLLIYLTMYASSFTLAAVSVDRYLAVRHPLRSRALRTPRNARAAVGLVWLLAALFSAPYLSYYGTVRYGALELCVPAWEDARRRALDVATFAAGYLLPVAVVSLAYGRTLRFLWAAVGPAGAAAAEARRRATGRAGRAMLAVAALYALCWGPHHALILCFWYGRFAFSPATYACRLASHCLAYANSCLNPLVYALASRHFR
# CRFBP-R2 agonist – agonists of CRF-BP/CRF-R2 complex, primary screen, cell-based, HEK293, calcium dye fluorescence, uHTS; CRF-binding protein / CRF receptor 2 complex (human); 0.46% of 350,000 active; calcium dye fluorescence (FLIPR); percent of saturating CRF peptide response; activation, % at 13.2 µM;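 active = activation of at least 50%, plus an integration ratio under a set limit after plate pattern correction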;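 also: plate controls were neutral control wells without compound for no effect and CRF at EC100 for full effect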
# MEKK2mut PB1 HTS – MEK5 binding signal on mutant MEKK2 PB1, primary screen, biochemical, multiplex bead flow cytometry, Alexa488-MEK5; 0.35% of 290,000 active; percent response, % at 10 µM; Alexa488-MEK5 binding to MEKK2 mutant; in the data active = percent response above about 24%, passing the limit was not always enough; also: inactives centre near 1; some results filed as inactive read as strong as hits
# NS3 helicase inh – inhibitors of HCV NS3 helicase, primary screen, biochemical, Cy5 molecular beacon fluorescence. Hepatitis C virus NS3 helicase. NS3 helicase DNA unwinding. inhibition, % at 10.9 µM. 0.56% of 290,000 active;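 active = inhibition above the mean of all tested compounds plus 3 SD, set per campaign, cut at about 35% in these data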;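 also: 0% = DMSO wells and 100% = thioflavine S control wells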
#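 System: Hepatitis C virus NS3 helicase domain fragment enzyme | Reagent: Annealed dual-labelled DNA beacon duplex, ATP-started | Compound dosing: 10.9 µM single point, 0.8% DMSO | Incubation: 1 h reaction at 25 °C, ATP-initiated | Technique: Cy5 fluorescence | Evaluation: Percent inhibition from t60/t0 fluorescence ratio | Benchmarks: Low DMSO, high thioflavine S at 110 µM | Replication: Singlicate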
# DNA FID counter – compounds displacing fluorescent DNA intercalator, primary screen, artefact control for HCV NS3 helicase inhibitor project, biochemical, FID fluorescence; AID 1845, 2009; 0.17% of 290,000 active; inhibition, % at 7.9 µM; DNA fluorescent intercalator displacement; in the data active = inhibition above about 37%;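 also: 0% = vehicle and 100% = reference compound; higher means more ethidium bromide displaced from hairpin DNA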
# MEKK3 PB1 HTS – modulators of MEKK3-MEK5 PB1 binding, primary screen, biochemical, wildtype MEKK3, multiplex bead flow cytometry, Alexa488-MEK5; bead-based flow cytometry, Alexa488-MEK5 binding to MEKK3; actives lie on both sides; 0 = blocked by unlabeled MEK5, 100 = vehicle; binding response (% of control), % at 10 µM; 1.4% of 290,000 active; AID 1529, 2009;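 active = binding response more than 3 SD above or below the average of its plate-row segment, actives on both sides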;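 also: Alexa488 bead fluorescence after subtracting the streptavidin-only scavenger bead signal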
# Target sequence (Q99759 whole entry, looked up): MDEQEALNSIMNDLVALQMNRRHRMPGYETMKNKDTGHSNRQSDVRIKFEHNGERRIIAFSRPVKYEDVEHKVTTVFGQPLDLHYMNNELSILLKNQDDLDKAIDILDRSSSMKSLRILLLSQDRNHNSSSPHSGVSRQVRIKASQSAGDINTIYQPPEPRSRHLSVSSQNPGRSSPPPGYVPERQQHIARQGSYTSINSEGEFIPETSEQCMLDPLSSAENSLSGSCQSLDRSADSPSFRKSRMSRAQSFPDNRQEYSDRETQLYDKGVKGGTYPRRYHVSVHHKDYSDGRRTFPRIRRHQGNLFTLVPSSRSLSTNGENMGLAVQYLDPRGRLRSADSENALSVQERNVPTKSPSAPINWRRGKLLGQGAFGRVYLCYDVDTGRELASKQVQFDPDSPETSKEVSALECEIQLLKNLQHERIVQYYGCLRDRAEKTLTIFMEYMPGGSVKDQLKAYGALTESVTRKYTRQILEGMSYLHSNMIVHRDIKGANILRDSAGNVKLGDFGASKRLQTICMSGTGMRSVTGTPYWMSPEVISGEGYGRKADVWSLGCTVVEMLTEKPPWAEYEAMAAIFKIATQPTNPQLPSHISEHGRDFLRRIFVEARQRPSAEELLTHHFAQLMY
# CRFBP-R2 block – antagonists of CRF-BP/CRF-R2 complex, primary screen, cell-based, HEK293, calcium dye fluorescence, uHTS | CRF-induced calcium fluorescence | inhibition, % at 11.8 µM | 0.59% of 350,000 active | AID 588475, 2011;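 active = inhibition of the ligand-induced calcium signal above about 50% at the single tested concentration, limit read from the data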
# The depositor's hits bear a star; / = no result given.
SMILES,MEKK2wt PB1 HTS,SUMO HTRF inh,GalR3 antag,CRFBP-R2 agonist,MEKK2mut PB1 HTS,NS3 helicase inh,DNA FID counter,MEKK3 PB1 HTS,CRFBP-R2 block
Cn1c(=O)c2ncn(CC(=O)NCCOc3ccc(C(C)(C)C)cc3)c2n(C)c1=O,104,-2,4,0.5,6,3,-10,103,9
NC(=O)C1CCCN(C(=O)c2ccc(Cl)cc2)C1 (stereo unspecified),100,18,0,0.0,3,3,-2,103,10
COc1cccc(C(=O)Nc2cnn(C(C)C)c2)c1,98,8,0,-2.1,1,-3,-2,97,9
COc1ccc2[nH]c(C(=O)N(C)c3ccc(F)cc3F)cc2c1,100,5,0,0.5,11,-3,-13,103,-12
Cc1cc(C(=O)COC(=O)CC2Sc3ccccc3NC2=O)c(C)n1-c1ccccc1 (stereo unspecified),105,16,-6,1.1,0,13,-20,136*,6
CC1(C)CC(=O)c2c(n(-c3cccc4ccccc34)ccc2=O)C1,98,16,-4,-0.3,-4,3,-8,98,-6
COc1ccc(CNC(=O)C(OC(=O)c2ccco2)c2ccccc2F)cc1 (stereo unspecified),109,-5,-8,0.3,5,-16,-19,104,4
O=C(c1ccccc1)N1CCN(c2ncnc3sc4c(c23)CCC4)CC1,97,20,-5,-1.2,3,-9,-30,117,-31
COCCCN1C(=O)C(=O)/C(=C(/O)c2ccc(S(=O)(=O)N3CCOCC3)cc2)C1c1ccc(C(C)C)cc1 (stereo unspecified),102,10,-7,2.3,1,23,-51,103,-9
CN(c1ccccc1)S(=O)(=O)c1cccc(C(=O)Nc2nccs2)c1,92,4,-10,-4.0,-8,10,-6,96,-5
O=C(NCc1ccncc1)C(=O)NCC(c1ccco1)N1CCN(c2ccccc2F)CC1 (stereo unspecified),90,8,-10,0.1,-2,-12,-23,90,1
O=C(NCCCNc1ccc(C(F)(F)F)cc1[N+](=O)[O-])c1ccc(Cl)cc1,98,13,-9,-2.4,-2,2,3,92,41
CN1CCN(C(=O)c2cn(-c3ccccc3)nc2-c2cccs2)CC1,109,-3,8,-0.4,2,2,10,116,3
COc1ccc(C)c2sc(N(CCN(C)C)C(=O)/C=C/c3cccs3)nc12,145*,2,-15,3.8,13,-34,32,103,2
O=C(O)C1OC(C(=O)O)C2C1C(F)(F)C2(F)F (stereo unspecified),96,-2,0,0.6,3,1,5,100,-3
COC(=O)c1ccc(NC(=O)CCc2nnc3ccc(N4CCC5(CC4)OCCO5)nn23)cc1,102,6,-8,-0.7,0,-1,-50,98,9
O=C1CSC(c2cccnc2)N1c1cccc(Cl)c1 (stereo unspecified),107,-7,-5,-0.3,8,-2,-1,106,9
COc1ccc(C(=O)NNC(=O)Cc2ccc(-c3ccccc3)cc2)cc1OC,95,-16,-2,-1.6,0,-4,-4,99,-4
O=C(CCS(=O)(=O)c1ccc(Cl)cc1)Nc1ccccc1Br,99,-1,-2,-1.4,2,5,-11,101,-5
O=C(CCC1COc2ccccc2O1)Nc1ccc(Cl)cn1 (stereo unspecified),84,-7,-4,-1.9,-4,-8,-5,84,-14
CC(=O)c1sc(NC(=O)c2ccccc2C)nc1C,91,10,-1,0.9,-10,-7,-2,104,-37
O=C1CC(Nc2ccc(N3CCOCC3)cc2)C(=O)N1c1ccccc1F (stereo unspecified),94,-1,1,-1.8,0,23,-12,94,-3
COc1ccc(C2C(C(=O)c3ccco3)=C(O)C(=O)N2CCc2ccccc2)cc1OC (stereo unspecified),108,10,0,-1.0,7,18,-47,104,1
O=C(/C=C/c1ccccc1[N+](=O)[O-])OCC(=O)c1ccccc1,105,-10,-4,0.7,2,-3,4,103,-10
C=CCNCCOCCOc1ccc(C)cc1Br,112,5,-7,2.4,2,-6,8,106,-18

# Four entries from above, with bars between the fields.
SMILES | MEKK2wt PB1 HTS | SUMO HTRF inh | GalR3 antag | CRFBP-R2 agonist | MEKK2mut PB1 HTS | NS3 helicase inh | DNA FID counter | MEKK3 PB1 HTS | CRFBP-R2 block
Cc1cc(C(=O)COC(=O)CC2Sc3ccccc3NC2=O)c(C)n1-c1ccccc1 (stereo unspecified) | 105 | 16 | -6 | 1.1 | 0 | 13 | -20 | 136* | 6
O=C1CC(Nc2ccc(N3CCOCC3)cc2)C(=O)N1c1ccccc1F (stereo unspecified) | 94 | -1 | 1 | -1.8 | 0 | 23 | -12 | 94 | -3
CN(c1ccccc1)S(=O)(=O)c1cccc(C(=O)Nc2nccs2)c1 | 92 | 4 | -10 | -4.0 | -8 | 10 | -6 | 96 | -5
O=C(O)C1OC(C(=O)O)C2C1C(F)(F)C2(F)F (stereo unspecified) | 96 | -2 | 0 | 0.6 | 3 | 1 | 5 | 100 | -3

# (further entries)
SMILES,MEKK2wt PB1 HTS,SUMO HTRF inh,GalR3 antag,CRFBP-R2 agonist,MEKK2mut PB1 HTS,NS3 helicase inh,DNA FID counter,MEKK3 PB1 HTS,CRFBP-R2 block
CCC(C)N(NC(C)=O)c1nc(Cl)nc(NC(C)C)n1 (stereo unspecified),102,9,-4,0.8,-4,-5,-1,99,-2
CCCS(=O)(=O)c1nc(S(=O)(=O)c2ccc(C)cc2)c(NCc2ccco2)s1,110,4,-10,2.7,14,9,-9,103,-6
Cc1ccc(-c2ccc(=O)n(CC(=O)NCc3ccco3)n2)cc1,106,-14,-6,-4.3,4,2,-4,103,22
CC1=C(C(=O)Nc2ccccc2C)C2(CCCC2)C(C(N)=O)C(=O)N1 (stereo unspecified),109,1,0,1.4,6,4,-2,108,3
CCOP(=O)(O)c1ccccc1OCCOc1ccccc1P(=O)(O)OCC,107,-9,-6,3.6,4,2,-1,107,5
Oc1[nH]c2ccccc2c1C1=NCCCC1,106,4,6,-0.5,8,8,-7,91,-16
COc1cccc(-c2c(C(=O)N/N=C(\C)COc3ccccc3)nnn2-c2nonc2N)c1,99,-4,1,0.0,-2,-5,-23,106,-18
CN=c1scc(-c2cc(OC)ccc2OC)n1/N=C/c1c(C)[nH]c2ccccc12,10*,18,-2,-2.1,29,-29,-5,97,-35
CCCOC(=O)C1[C@H]2C(=O)N(CC3CCCO3)C[C@]23C=C[C@H]1O3 (stereo partly specified),102,7,1,0.5,7,5,-23,100,8
CCCCN(CC)CCNC(=O)Cn1cc2c(n1)-c1c(oc(C(=O)N3CCCC3)c1C)CC2,108,/,-6,-1.2,0,-4,14,98,0
CCSc1nc2c([nH]c3ccccc32)c(=O)n1C,103,10,3,-0.4,1,-9,-4,101,-11
O=C(Nc1ccccc1)N1CCCN(c2ccc(C(F)(F)F)cc2[N+](=O)[O-])CC1,107,-2,-4,-0.3,4,-3,-6,104,-16
CN1CCOCCOCCOCCN(C)C1=S,91,3,-4,0.6,-10,2,6,99,-6
CCn1c(-c2cc(-c3ccccc3)sc2N)n[nH]c1=S,95,-3,-4,-0.9,0,-11,-11,103,-3
CSc1cccc(CNC(=O)CC2C(=O)NCCN2CC(C)(C)C)c1 (stereo unspecified),98,8,-4,-0.2,-6,-1,-12,97,17
CCCC(=O)NC(c1ccco1)c1cc(Cl)c2cccnc2c1O (stereo unspecified),90,-67,3,3.0,-10,20,-11,88,10
Cc1ccc(C2CC2C(=O)NNC(=S)Nc2cccc(C)c2)cc1 (stereo unspecified),98,-153,-4,1.8,3,4,-22,105,-14
COc1ccc(N(C(=O)c2ccccc2OC)C2C=CS(=O)(=O)C2)c(OC)c1 (stereo unspecified),97,-22,-2,4.5,-2,3,-8,95,13
CN(c1ccccc1)S(=O)(=O)c1ccc(C(=O)OCC(=O)N2CCOCC2)cc1,118,10,-6,0.2,4,10,-18,114,-5
O=C(CSc1nnc(SCc2ccccc2)s1)N/N=C/c1c(Cl)cccc1Cl,99,-7,-4,-1.3,-1,-4,0,100,-22
COc1ccc2cc(C3CC(c4ccco4)=NN3S(C)(=O)=O)c(Cl)nc2c1 (stereo unspecified),92,24,-1,0.5,-3,20,-20,97,-7
COC(=O)C[C@H]1c2cc(C(F)(F)F)ccc2S(=O)(=O)N1C1CCCCC1,100,/,-5,-3.4,-1,/,/,104,-12
CCOC(=O)N1CCN(C2=Nc3cccc4cccc2c34)CC1,103,34,-2,5.7,5,-1,5,105,0
CCC(=O)OC1(C)C(=O)C=C2C=C(c3ccsc3)OC=C2C1=O (stereo unspecified),87,24,/,0.8,-5,/,/,90,46
CC(=O)Nc1ccc(SCC(=O)OCC(=O)NC(=O)NCCC(C)C)cc1,104,-1,-6,0.5,8,4,-16,103,20
# Next part:
SMILES,MEKK2wt PB1 HTS,SUMO HTRF inh,GalR3 antag,CRFBP-R2 agonist,MEKK2mut PB1 HTS,NS3 helicase inh,DNA FID counter,MEKK3 PB1 HTS,CRFBP-R2 block
Cc1cccc[n+]1CC(=O)c1ccc2c(c1)OCCO2,111,-7,-2,-1.9,19,-8,3,108,1
CCN1CCN(C(=S)c2ccc(SC)cc2)CC1,101,17,-1,-2.3,-2,-2,-3,97,-10
CN(C(=O)COC(=O)c1ccc2c(=O)n3c(nc2c1)CCC3)c1ccccc1,105,19,8,-0.5,7,1,-26,111,3
OCCNc1ncnc2ccc(Br)cc12,108,28,-4,-1.1,13,0,-4,109,-10
CC(=O)Nc1ccc(NC(=O)CC(c2ccccc2)c2ccccc2)cc1,105,0,-3,-0.5,4,-10,-11,105,0
C(#Cc1ccccc1)CN1CCCCC1,87,9,-2,8.2,-6,-5,3,96,5
CCc1nnc(NC(=O)C2Cc3ccccc3CN2S(=O)(=O)c2ccc(C)cc2)s1 (stereo unspecified),106,-7,0,0.5,1,-18,-29,103,-93
C[C@]12CCC(=O)C[C@@H]1CC[C@@H]1[C@@H]2CC[C@]2(C)C=CC[C@@H]12,76,3,-2,0.1,4,10,4,77,-6
CCc1ccc(NC(=O)C(=O)NNC(=O)COc2cccc(OC)c2)cc1,99,9,-2,44,-1,2,-16,97,-39
O=C1c2cccc([N+](=O)[O-])c2C(=O)N1c1cccnc1,87,14,-5,2.4,-9,1,5,104,16
COc1cccc(Nc2nc(-c3sc(NC(=O)c4ccccc4)nc3C)cs2)c1,143*,21,-2,0.6,15,-3,3,107,-12
Cc1ccc(OCC(=O)Nc2ccc(O)c(C(=O)O)c2)cc1C,95,6,-5,-0.2,2,9,-19,95,13
CCn1cc([N+](=O)[O-])c(C(=O)N2N=C(c3ccc(OC)cc3OC)CC2c2ccccc2O)n1 (stereo unspecified),98,-29,-4,-1.8,0,-8,-20,103,3
COc1ccc(S(=O)(=O)Nc2ccccc2C(=O)N2CCOCC2)cc1F,97,10,4,2.5,1,-1,-8,100,-7
CN1C(=O)CC(N2CCN(c3ccc(Cl)c(Cl)c3)CC2)C1=O (stereo unspecified),103,-3,-5,-0.2,3,-15,-3,103,9
COc1ccc(Nc2nc(OC)nc(N3CCOCC3)n2)cc1,106,5,-9,1.0,4,-4,-7,108,5
C=CCn1c(-c2cnn(-c3ccccc3)c2N)n[nH]c1=S,93,-3,5,0.3,-20,16,-9,89,-8
Cc1ccc(-c2nc(NC(=O)CSc3nnnn3-c3ccccc3)ns2)cc1,104,-3,-1,1.2,11,-2,-2,112,-6

# Not all compounds are listed; rates above refer to the full screens.
